M. tuberculosis HTS – M. tuberculosis growth inhibition, HTS (AID 449762); M. tuberculosis H37Rv growth inhibition, 7H9 media; higher % means a stronger effect; inhibition, % at 25 µM; hits with a dose series show IC50 in µM; 330,000 compounds, 0.59% hits; in the data active = a potency from the dose series; inconclusive = inhibition above about 70% without an active follow-up result;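 note: bacterial growth assessed after seven days of incubation; strong numbers were not always called active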
VEEV TC-83 Vero – inhibitors of VEEV TC-83 cytopathic effect, confirmation, Vero cells (AID 588727). Vero cells, VEEV TC-83 cytopathic effect inhibition; higher % means a stronger effect. one-dose inhibition, % at 20 µM; IC50 in µM for titrated hits. 350,000 compounds, 0.13% hits; in the data active = a potency from the dose series; inconclusive = inhibition mostly from about 14% at the one dose, without a potency; inactive = the rest, 99 in 100 with inhibition below about 12%; note: strong numbers were not always called active
Salmonella PhoP GFP – Inhibition of PhoP regulon, Salmonella typhi GFP reporter cells, confirmation, 4 h (AID 1850); 310,000 compounds, 0.33% hits; Salmonella Typhi PhoP-promoter GFP reporter, fluorescence, 4 h; higher % means a stronger effect; inhibition, % at 50 µM, or IC50 in µM where a hit was titrated; in the data active = a potency from the dose series; inconclusive = inhibition mostly from about 25% at the one dose, without a potency; inactive = the rest, 99 in 100 with inhibition below about 19%;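 note: 0% = induced wells with vehicle and 100% = uninduced wells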
tuberculosis growth – growth inhibition of non-replicating M. tuberculosis (AID 488890) | Mycobacterium tuberculosis non-replicating, growth inhibition; higher % means a stronger effect | inhibition, % at 25 µM; hits with a dose series show IC50 in µM | 320,000 compounds, 0.39% hits; in the data active = a potency from the dose series; inconclusive = inhibition mostly from about 82% at the one dose, without a potency; inactive = the rest, 99 in 100 with inhibition below about 76%;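 note: plate controls were DMSO cells for no effect and high antibiotic wells for full effect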
H1N1 NS1A inhibition – H1N1 influenza NS1A inhibitors, functional cell based assay (AID 504329). NS1A functional cell-based assay, percent inhibition; higher % means a stronger effect. inhibition, % at 12.5 µM, or IC50 in µM where a hit was titrated. 340,000 compounds, 0.3% hits; in the data active = a potency from the dose series; inconclusive = inhibition above about 27% without an active follow-up result; note: strong numbers were not always called active
VEEV TC-83 Vero 10K pilot screen – recorded beside VEEV TC-83 Vero, whose call it bears; inhibition, %; measured here: 10K pilot screen inhibition
* = called active by the depositor; i = inactive; ? = inconclusive; . = no result given.

The opening 14 records (preview)
SMILES	M. tuberculosis HTS	VEEV TC-83 Vero	Salmonella PhoP GFP	tuberculosis growth	H1N1 NS1A inhibition	others
O=C1C(NS(=O)(=O)c2cccs2)=C(N2CCOCC2)C(=O)c2ccccc21	1%	i	8%	14%	11%
CCOc1ccc(NC(=O)CN(C)C(=O)c2ccccc2CCc2ccccc2)cc1OCC	-13%	4.9%	34%	28%	2%
CCc1ccc(C2=NN(CCC(=O)NC(C)c3ccc4c(c3)OCCO4)C(=O)CC2)cc1 (stereo not given)	-8%	0.1%	2%	18%	14%
O=C(COC(=O)c1nc(Cl)ccc1Cl)NCc1ccc(Cl)cc1Cl	.	1.8%	.	.	-6%
Cc1cc(C(=O)N2CCCC(N3CCN(c4cccc(Cl)c4)CC3)C2)nn1C (stereo not given)	3%	i	-12%	-1%	-6%
Cn1c(=O)n(CCC(=O)O)c2ccccc21	-5%	3.8%	2%	4%	2%	VEEV TC-83 Vero 10K pilot screen=1.6
Cc1ccc(NC(=O)/C=C/c2ccc(Cl)cc2)nc1	23%	i	0%	9%	4%
CCN(CC)S(=O)(=O)c1cc(NC(=O)CO/N=C(\N)c2ccccc2Cl)ccc1C	4%	3.7%	.	8%	-5%
Cc1cccc(C(=O)N2c3ccccc3C(=O)OC2c2ccc3c(c2)OCO3)c1 (stereo not given)	6%	3.7%	11%	45%	-1%
O=C(CN(Cc1ccccc1Cl)C(=O)c1ccc(CN2CCOCC2)o1)NCc1ccccc1	-7%	2.5%	-3%	2%	2%
O=C(Nc1cc(Cl)cc(Cl)c1)c1cccc(OC(F)F)c1	?	i	0%	34%	18%
CCNC(=O)NC(=O)C(C)OC(=O)C1CCN(S(=O)(=O)c2ccccc2C(=O)OC)CC1 (stereo not given)	3%	1.2%	-22%	5%	-10%
COc1ccccc1CNS(=O)(=O)c1ccc2c(c1)NC(=O)C(C)S2 (stereo not given)	7%	2.2%	-4%	15%	4%
Cc1ccc2nc(NCc3ccccc3)[nH]c2c1	?	9.1%	62µM*	?	-12%

The whole of this part, from the start:
SMILES	M. tuberculosis HTS	VEEV TC-83 Vero	Salmonella PhoP GFP	tuberculosis growth	H1N1 NS1A inhibition	others
O=C1C(NS(=O)(=O)c2cccs2)=C(N2CCOCC2)C(=O)c2ccccc21	1%	i	8%	14%	11%
CCOc1ccc(NC(=O)CN(C)C(=O)c2ccccc2CCc2ccccc2)cc1OCC	-13%	4.9%	34%	28%	2%
CCc1ccc(C2=NN(CCC(=O)NC(C)c3ccc4c(c3)OCCO4)C(=O)CC2)cc1 (stereo not given)	-8%	0.1%	2%	18%	14%
O=C(COC(=O)c1nc(Cl)ccc1Cl)NCc1ccc(Cl)cc1Cl	.	1.8%	.	.	-6%
Cc1cc(C(=O)N2CCCC(N3CCN(c4cccc(Cl)c4)CC3)C2)nn1C (stereo not given)	3%	i	-12%	-1%	-6%
Cn1c(=O)n(CCC(=O)O)c2ccccc21	-5%	3.8%	2%	4%	2%	VEEV TC-83 Vero 10K pilot screen=1.6
Cc1ccc(NC(=O)/C=C/c2ccc(Cl)cc2)nc1	23%	i	0%	9%	4%
CCN(CC)S(=O)(=O)c1cc(NC(=O)CO/N=C(\N)c2ccccc2Cl)ccc1C	4%	3.7%	.	8%	-5%
Cc1cccc(C(=O)N2c3ccccc3C(=O)OC2c2ccc3c(c2)OCO3)c1 (stereo not given)	6%	3.7%	11%	45%	-1%
O=C(CN(Cc1ccccc1Cl)C(=O)c1ccc(CN2CCOCC2)o1)NCc1ccccc1	-7%	2.5%	-3%	2%	2%
O=C(Nc1cc(Cl)cc(Cl)c1)c1cccc(OC(F)F)c1	?	i	0%	34%	18%
CCNC(=O)NC(=O)C(C)OC(=O)C1CCN(S(=O)(=O)c2ccccc2C(=O)OC)CC1 (stereo not given)	3%	1.2%	-22%	5%	-10%
COc1ccccc1CNS(=O)(=O)c1ccc2c(c1)NC(=O)C(C)S2 (stereo not given)	7%	2.2%	-4%	15%	4%
Cc1ccc2nc(NCc3ccccc3)[nH]c2c1	?	9.1%	62µM*	?	-12%
N#CC1=C(N)NC(SCC(=O)Nc2ccccc2)=C(C#N)C12CCCC2	2%	6.0%	4%	15%	15%
CC(C)C(NC(=O)c1c(F)cccc1F)C(=O)OCN1C(=O)c2ccccc2C1=O (stereo not given)	-7%	1.9%	.	10%	-17%
CCc1ccccc1NC(=O)COc1ccc2c(=O)c(Oc3cc(C)ccc3C)coc2c1	5%	0.1%	-5%	-1%	3%
Cc1nc(CC(=O)c2ccc(O)cc2O)cs1	-22%	0.6%	10%	-10%	0%	VEEV TC-83 Vero 10K pilot screen=1.7
NC(=O)C1(N2CCCCC2)CCN(C(=O)CCCn2c(=O)[nH]c3ccsc3c2=O)CC1	-2%	0.3%	12%	-25%	7%
O=S(=O)(Nc1ccc(-c2nc3cccnc3s2)cc1)c1ccc(Cl)s1	-3%	3.7%	-8%	23%	4%
Cc1ccccc1CN1CCc2c(OCC(=O)N3CCCCC3)cccc2C1=O	1%	2.1%	-6%	13%	-3%
COc1ccc2c(C(=O)CN(C)C3CCCCC3)c[nH]c2c1	7%	1.6%	30%	29%	-19%
CC(C)OCC(O)Cn1c(N2CCCC2)nc2c1c(=O)n(C)c(=O)n2C (stereo not given)	-2%	0.2%	-6%	0%	2%
Cc1ccccc1C(=O)Nc1ccc2c(c1)CCCN2C(=O)c1cccs1	14%	7.8µM*	-10%	9%	0%
O=C(CSc1nncn1-c1ccccc1)Nc1ccccc1	5%	1.6%	4%	-9%	-19%
SMILES	M. tuberculosis HTS	VEEV TC-83 Vero	Salmonella PhoP GFP	tuberculosis growth	H1N1 NS1A inhibition	others
CC1CCN(C(=O)Cn2cc3c(n2)CCCC3)CC1	6%	0.7%	-12%	14%	-3%
O=C(Nc1ccccc1F)c1ccc(S(=O)(=O)N2CCCCCC2)cc1	-3%	2.5%	.	40%	5%
Cc1ccc(N(C(=O)CCC(=O)Nc2cc(C)on2)C(C(=O)NC2CCCC2)c2ccccc2)cc1 (stereo not given)	4%	i	8%	15%	-8%
CC(C)O/C(=N\S(=O)(=O)c1ccc(Cl)cc1)c1ccccc1	1%	2.0%	0%	0%	-3%
CCOC(=O)C(c1ccccc1)C(Nc1ccccc1)c1ccccn1 (stereo not given)	-6%	0.7%	0%	0%	4%
OCCC1CN(Cc2ccon2)CCN1Cc1ccc(F)c(F)c1 (stereo not given)	8%	0.5%	0%	-2%	-4%
CN1C(=O)c2ccc(NC(=S)NC(=O)C(C)(C)C)cc2C1=O	-6%	2.0%	-15%	11%	1%
Cc1ccc(CN(Cc2ccco2)S(=O)(=O)c2ccc(S(=O)(=O)NCC3CCCO3)cc2)cc1 (stereo not given)	2%	0.5%	-7%	5%	-6%
Cc1cc(C)cc(OCC(=O)NNC(=O)CCN2C(=O)c3ccccc3C2=O)c1	-7%	i	-3%	-18%	-2%
CCC(=O)Nc1ccc(Nc2nc(C)c([N+](=O)[O-])c(Nc3ccc(NC(=O)CC)cc3)n2)cc1	9%	8.0%	-13%	-5%	4%
CN(C(=O)COc1ccc(S(=O)(=O)N2CCOCC2)cc1[N+](=O)[O-])C1CCS(=O)(=O)C1 (stereo not given)	-4%	0.7%	2%	0%	-1%
O=C(O)c1ccc2c(c1Nc1ccccc1)C(=O)c1ccccc1C2=O	-11%	1.5%	-14%	24%	17%
C=CCNC(=O)NC(=O)COC(=O)COc1ccc(Br)cc1F	-10%	3.8%	-12%	18%	-10%
O=S(=O)(c1ccccc1Cl)N1CCC(O)(c2ccc3c(c2)OCO3)CC1	-10%	0.4%	-6%	33%	-13%
O=C(O)c1ccc(NS(=O)(=O)c2ccc3c(c2)C(=O)c2cc(S(=O)(=O)Nc4ccc(C(=O)O)cc4)ccc2-3)cc1	1%	1.1%	-7%	8%	-3%
COc1ccc(OC)c(-n2c(-c3cccc(S(=O)(=O)N(C)C)c3)n[nH]c2=S)c1	-2%	1.8%	0%	-2%	4%
CC(NC(=O)c1ccco1)C(=O)OCc1cccc(C(F)(F)F)c1 (stereo not given)	2%	2.7%	.	10%	-9%
CN(C)C(=O)CCc1ccc2c3c([nH]c2c1)[C@]1(C)[C@@H](C(=O)N2CCCCC2)C[C@H](CC(=O)NCC24CC5CC(CC(C5)C2)C4)C(=O)N1CC3	.	3.4%	.	.	6%
Cc1ccc(N(CC(=O)NC2CCCCC2)C(=O)CNC(=O)c2ccco2)cc1F	0%	0.2%	10%	4%	-1%
Cc1ccc(NC(=O)Cn2c(C)csc2=O)cc1	.	1.8%	.	.	-11%
Cn1cnc2c(cnn2-c2ccccc2)c1=O	1%	1.9%	-2%	0%	1%
O=C1c2ccccc2C(=O)N1CCCc1nc(-c2ccncc2)no1	2%	2.0%	5%	-4%	-3%
COc1ccc(-n2c(-c3ccco3)n[nH]c2=S)cc1	-1%	2.7%	6%	-12%	12%
CCOc1ccccc1NC(=O)/C=C/C(N)=O	-10%	i	-6%	29%	-2%
COc1ccccc1OCC(O)Cn1c(Br)nc2c1c(=O)[nH]c(=O)n2C (stereo not given)	-8%	6.2%	3%	-9%	-9%

Overlap with the part before: 2 entries, then new ones.
SMILES	M. tuberculosis HTS	VEEV TC-83 Vero	Salmonella PhoP GFP	tuberculosis growth	H1N1 NS1A inhibition	others
CCOc1ccccc1NC(=O)/C=C/C(N)=O	-10%	i	-6%	29%	-2%
COc1ccccc1OCC(O)Cn1c(Br)nc2c1c(=O)[nH]c(=O)n2C (stereo not given)	-8%	6.2%	3%	-9%	-9%
Cc1cc(NC(=O)CSCC(=O)Nc2cc(C(F)(F)F)ccc2N2CCOCC2)no1	4%	2.8%	.	2%	-4%
Cn1c(Cc2ccccc2)[n+](C)c2ccccc21	-4%	i	2%	-3%	5%
CC1CCCCN1C(=O)C1CCCCN1S(=O)(=O)c1cccc([N+](=O)[O-])c1 (stereo not given)	2%	i	14%	-6%	6%
c1ccc2c(c1)CNc1ccccc1C2	-9%	1.7%	1%	19%	3%
COc1ccc(-n2nc3c(c2NC(=O)c2ccc(S(=O)(=O)N4CCOCC4)cc2)CS(=O)C3)cc1 (stereo not given)	14%	i	-10%	4%	-2%	VEEV TC-83 Vero 10K pilot screen=0.0
Cc1cc(NC(=O)CCC(=O)N(CC2CCCO2)C(C(=O)NC2CCCC2)c2ccccc2C)no1 (stereo not given)	2%	0.1%	12%	16%	-4%
CCn1c2ccccc2c2cc(NC(=O)COc3ccccc3OC)ccc21	-1%	5.5%	-4%	-5%	7%
CN(C)CCCNC(=O)C[C@H]1C[C@H](C(=O)N2CCCCC2)[C@@]2(C)c3[nH]c4cc(-c5ccco5)ccc4c3CCN2C1=O	.	2.4%	.	.	5%
CCn1c(NCCO)nc2c(c1=O)C(C)(CC)Cc1ccccc1-2 (stereo not given)	-6%	4.8%	14%	-5%	-23%
COc1ccc(Cl)cc1NC(=O)C1COc2ccccc2O1 (stereo not given)	0%	6.7%	-7%	53%	-6%
O=C(O)c1ccccc1C(=O)Nc1nccs1	-15%	1.1%	3%	-6%	-11%

Screening data from PubChem BioAssay.
